RGS4 act – potentiators or activators of RGS4. hit rate 0.92% among 310,000. B-score at 10 µM. HEK293 M3R/inducible RGS4, carbachol calcium flux Fluo4; hits give low values;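 active = B-score of the integrated calcium signal more than 4 SD below the library mean, with starting fluorescence not abnormally high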;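 also: negative B-score means reduced calcium response which marks RGS4 activation or potentiation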
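System: HEK293 FlpIn-TREx cells, stable M3R, doxycycline-inducible RGS4. Timing: overnight RGS4 induction, 30 min dye load 37 °C, 20 min compound RT. Also added: carbachol, ECmax concentration. Measured by: Fluo4 fluorescence kinetic imaging of calcium. Evaluation: integrated calcium ratio converted to B score.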
TMEM16A act – mouse TMEM16A channel activation, primary screen; B-score at 10 µM; AID 623877; hit rate 0.3% among 340,000; HEK293 TMEM16A/YFP-H148Q/I152L, iodide quench fluorescence; hits give low values; Q8BHY3;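 active = fluorescence-ratio B-score plate-corrected deviation score at least 3 library SD below zero, with starting fluorescence score within 5 deviations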;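 also: channel opened by trigger with iodide after compound preincubation; score built on the fluorescence ratio of max minus min over baseline; more negative score means more quench and so TMEM16A activation or potentiation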
hERG rescue – hERG (human) protection from proarrhythmic block; hit rate 0.51% among 310,000; Q12809; activation (rescue from dofetilide block), less the hit threshold, % at 10 µM; CHO-hERG, FluxOR thallium flux, dofetilide IC70 present;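 active = activation above the mean of controls blocked by dofetilide plus 5 SD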;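 also: thallium influx through hERG after potassium depolarization seen as dye fluorescence rise; in these data hits start at about 4.7%; inactives centre near -7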
KCNQ1 inh – blocks the human KCNQ1 potassium channel | P51787 | CHO-K1 KCNQ1, FluxOR thallium flux fluorescence; hits give high values | B-score at 10 µM | hit rate 1.3% among 310,000;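 active = compounds whose thallium flux B-score, printed positive for inhibition, exceeds three library SD while starting fluorescence stays within three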;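 also: channel opened by potassium depolarization with thallium stimulus after 20 min compound exposure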
Target sequence (P51787 whole entry, looked up): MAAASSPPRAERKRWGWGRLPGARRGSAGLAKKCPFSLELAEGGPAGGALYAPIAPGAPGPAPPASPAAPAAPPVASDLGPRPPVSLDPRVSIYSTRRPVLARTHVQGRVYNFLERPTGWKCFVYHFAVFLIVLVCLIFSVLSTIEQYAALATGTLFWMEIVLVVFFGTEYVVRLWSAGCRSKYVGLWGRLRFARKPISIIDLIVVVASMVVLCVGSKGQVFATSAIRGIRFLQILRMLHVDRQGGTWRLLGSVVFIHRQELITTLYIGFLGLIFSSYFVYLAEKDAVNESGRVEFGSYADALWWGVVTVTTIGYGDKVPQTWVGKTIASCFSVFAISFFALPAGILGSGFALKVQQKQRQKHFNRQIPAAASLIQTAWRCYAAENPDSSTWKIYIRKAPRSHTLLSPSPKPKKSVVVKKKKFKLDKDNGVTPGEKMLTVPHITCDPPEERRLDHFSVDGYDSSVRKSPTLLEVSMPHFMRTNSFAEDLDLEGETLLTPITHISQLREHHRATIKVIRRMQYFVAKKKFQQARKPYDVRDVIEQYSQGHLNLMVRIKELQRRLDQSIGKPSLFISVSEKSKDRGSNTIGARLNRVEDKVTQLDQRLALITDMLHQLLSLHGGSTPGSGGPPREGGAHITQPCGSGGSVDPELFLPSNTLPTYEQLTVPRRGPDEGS
KCNK3 block – human KCNK3 channel inhibition, primary screen | O14649 | hit rate 0.84% among 340,000 | CHO-KCNK3 thallium flux, FluxOR fluorescence; hits give low values | B-score at 10 µM | AID 602410;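 active = B-score under library mean minus 4 SD, starting fluorescence ratio at most library mean plus 5 SD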;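 also: more negative B-score means stronger inhibition of thallium flux through KCNK3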
ANO1 block – blocks the mouse calcium-activated chloride channel TMEM16A | Q8BHY3 | HEK293 TMEM16A/YFP iodide influx fluorescence, ionomycin | normalized B-score (activity score, 25-100; higher = stronger inhibition) at 10 µM | hit rate 1.2% among 310,000 | AID 588511;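 active = ratio plate-corrected score three or more library SD toward inhibition, starting fluorescence score within five deviations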;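 also: score derived from kinetic fluorescence span divided by baseline fluorescence per well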
KCNK9 block – human KCNK9 channel inhibition; HEK293 KCNK9, FluxOR thallium flux fluorescence; hits give low values; AID 488922; B-score at 10 µM; Q9NPC2; hit rate 1.2% among 310,000;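 active = ratio B-score over 3 SD below the library mean, with starting fluorescence within 5 SD of its mean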;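 also: negative B-score means less thallium flux so channel inhibition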
RGS4 block – human RGS4 inhibition | P49798 | HEK293 M3R/RGS4 inducible, Fluo-4 calcium flux; hits give high values; triggered by carbachol at its EC20 | B-score at 10 µM | hit rate 0.45% among 310,000;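 active = B-score, a plate-corrected calcium signal, over three deviations above library mean, with baseline fluorescence within five deviations of library mean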;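 also: RGS4 expression induced by doxycycline in cells with stable M3 receptor; B-score is computed from the integrated fluorescence ratio over baseline after carbachol; higher B-score means a larger calcium signal and so more RGS4 inhibition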
MrgX1 ag – activates human MrgX1 receptor signaling; Q96LB2; MrgX1-HEK293 cells, Fluo-4 calcium fluorescence, agonist mode; hits give high values; B-score at 10 µM; hit rate 0.44% among 310,000; AID 588627;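 active = calcium response B-score plate-corrected fluorescence ratio at least 3 library SD, with starting fluorescence B-score inside 5 SD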
Target sequence (Q96LB2 whole entry, looked up): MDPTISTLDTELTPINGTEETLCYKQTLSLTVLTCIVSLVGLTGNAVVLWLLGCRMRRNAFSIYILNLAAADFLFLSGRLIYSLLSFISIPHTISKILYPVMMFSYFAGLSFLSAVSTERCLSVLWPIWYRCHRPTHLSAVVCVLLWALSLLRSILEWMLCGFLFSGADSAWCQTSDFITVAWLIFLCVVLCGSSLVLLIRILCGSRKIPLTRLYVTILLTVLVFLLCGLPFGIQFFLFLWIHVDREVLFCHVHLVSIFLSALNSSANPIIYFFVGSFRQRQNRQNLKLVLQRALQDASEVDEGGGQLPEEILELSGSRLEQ
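Material – MrgX1-expressing HEK293 cells · Input – 15,000 cells seeded per well · Dosing – compound as first of three additions · Times – overnight seeding, then 1 h dark dye loading · Measured by – kinetic Fluo-4 NW fluorescence of intracellular calcium · Read-out – B-scored fluorescence response ratio · Benchmarks – positive and negative control wells on each plate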
KCNQ1 pot – potentiates or activates the human KCNQ1 potassium channel. CHO-K1 KCNQ1, thallium flux FluxOR fluorescence; hits give high values. hit rate 0.35% among 310,000. B-score at 10 µM. AID 2648. P51787;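 active = fluorescence ratio B-score, a plate-corrected score, at least three library SD, with initial intensity B-score within 5 SD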
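assay system = KCNQ1-transfected CHO-K1 cells | medium = assay buffer with matched DMSO | probe or stimulus = depolarizing K+/Tl+ stimulus, K2SO4 and Tl2SO4 each 12.5 mM in 5x stock | dosing = single dose | incubation = dye 90 min, compound 20 min, room temperature | detection = kinetic FluxOR fluorescence, 10 s baseline plus 110 s post-stimulus | evaluation = ratio B score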
MrgX1 allo act – human MrgX1 positive allosteric modulation, primary screen; MrgX1-HEK293, Fluo-4 calcium flux, FDSS; hits give high values; B-score at 10 µM; hit rate 0.63% among 310,000;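 active = plate-corrected calcium response at least 3 library SD above typical, normal starting fluorescence, not activating the receptor alone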;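 also: compound read alongside a low EC10 to EC30 dose of BAM8-22 agonist; peak minus trough fluorescence over baseline measured at the second addition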
Numbers without * were called inactive; i = inactive; · = no result given.

Fields: hERG rescue, ANO1 block, KCNK9 block, MrgX1 ag, KCNQ1 inh, RGS4 act, KCNQ1 pot, RGS4 block, MrgX1 allo act, TMEM16A act, KCNK3 block
(1) O=C(CCc1ccccc1)Nc1nc2n(n1)C(c1ccccc1)CC(=O)N2 (centres undefined)
→ -6, i, i, i, i, i, i, i, 21*, i, i
(2) CCOc1ccc(C(C(=O)NC2CCCC2)N(Cc2ccccc2)C(=O)c2nsc(Cl)c2Cl)cc1 (centres undefined)
→ -6, i, -15*, i, i, -7.2*, i, i, i, i, i
(3) O=C(CCNC(=O)c1ccco1)Nc1ccc(N2CCOCC2)cc1
→ -14, i, i, i, i, i, i, i, i, i, i
(4) CCCCN(C(=O)c1ccc(OC(F)(F)F)cc1)c1c(N)n(CCC)c(=O)[nH]c1=O
→ -3, i, i, i, i, i, i, i, i, i, i
(5) O=C(CSc1nc2c(c(=O)[nH]1)CCC2)Nc1ccc(F)cc1
→ -3, i, i, i, i, i, i, i, i, i, i
(6) CCN1CCN(C(=O)C2CCCN(c3ncnc4c3nc3n4CCCCC3)C2)CC1 (centres undefined)
→ -5, i, i, i, i, i, i, i, i, i, i
(7) COc1ccc(C/C(N)=N/n2cnnc2)cc1Cl
→ 0, i, i, i, i, i, i, i, i, i, i
(8) COc1ccc(S(=O)(=O)Nc2ccccc2C(=O)Nc2nc(-c3ccc(F)cc3)cs2)cc1OC
→ -20, 100*, i, i, 9*, i, i, i, i, i, i
(9) N#Cc1ccc(-n2nccc2-c2cnc3n(c2=O)CCS3)cc1
→ 0, i, i, i, i, i, i, i, i, i, i
(10) CC(CCc1ccccc1)NC(=O)CN1CCN(Cc2ccc(Cl)cc2)C1=O (centres undefined)
→ -16, i, i, i, i, i, i, i, i, i, i
(11) COC(=O)c1ccc(C2/C(=C(/O)c3ccc4c(c3)CC(C)O4)C(=O)C(=O)N2Cc2cccnc2)cc1 (centres undefined)
→ -3, i, i, i, i, i, i, i, i, i, i
(12) Cc1ccc(NC(=O)CNC(C)c2ccccc2)cc1 (centres undefined)
→ 0, i, i, i, i, i, i, i, i, i, i
(13) CC1(C)CC(CCC(=O)Nc2ccc(S(N)(=O)=O)cc2)C(=O)O1 (centres undefined)
→ -6, i, i, i, i, i, i, i, i, i, i
(14) COc1ccc(-c2csc(NC(=O)CN3C(=O)C4CCCCC4C3=O)n2)cc1OC (centres undefined)
→ -15, i, i, 30*, i, i, i, i, i, i, i
(15) O=C(COc1ccc(Br)cc1Cl)N1CCN(c2ccccn2)CC1
→ -9, i, i, i, i, i, i, i, i, i, i
(16) COc1ccc(C(=O)NNC2CC(=O)N(Cc3ccccc3)C2=O)cc1OC (centres undefined)
→ -9, i, i, i, i, i, i, i, i, i, i
(17) CCCSc1cc(Cl)nc(N)n1
→ -6, i, i, i, i, i, i, i, i, i, i
(18) CN(C)S(=O)(=O)c1ccc(C(=O)Nc2ccc3ncccc3c2)cc1
→ -7, i, i, i, i, i, i, i, i, i, i
(19) COc1nccnc1NS(=O)(=O)c1ccc(NC(=S)NC(=O)c2cccnc2)cc1
→ -4, i, i, i, i, i, i, i, i, i, i
(20) O=C1CSC(=Nc2ccc(O)cc2)N1
→ -4, i, i, i, i, i, i, i, i, ·, i
(21) O=C(COc1ccc(F)cc1)N(Cc1ccc(Cl)cc1)C1CCS(=O)(=O)C1 (centres undefined)
→ -4, i, i, i, i, i, i, i, i, i, i
(22) NC(=O)c1ccc(-n2nnnc2Oc2ccccc2)cc1
→ -2, i, i, i, i, i, i, i, i, i, i
(23) O=C(COc1ccccc1[N+](=O)[O-])N1CCC(Cc2ccccc2)CC1
→ -14, i, i, i, i, i, i, i, i, i, i
(24) O=C(NCc1ccon1)C1CCC(=O)N(Cc2cccc(C(F)(F)F)c2)C1 (centres undefined)
→ -6, i, i, i, i, i, i, i, i, i, i
(25) CCOC(=O)N1CCC(NC(=O)c2ccc(CS(=O)c3cccc(Cl)c3)o2)CC1 (centres undefined)
→ -7, i, i, i, i, i, i, i, i, i, i
(26) COc1cc(CO)cc(Br)c1OCC(=O)N1CCCCC1
→ -7, i, i, i, i, i, i, i, i, i, i
(27) O=C(Oc1ccc(NC2=NS(=O)(=O)c3ccccc32)cc1)c1cccnc1
→ -4, i, i, i, i, i, i, i, i, i, i
(28) O=C(NCc1ccc(Cl)cc1)c1cnn2ccccc12
→ -10, i, i, i, i, i, i, i, i, i, i
(29) COc1ccc(CNC(=O)c2cccnc2)cc1
→ -3, i, i, i, i, i, i, i, i, i, i
(30) Cn1c(CNC2CCCCC2)nc2ccccc21
→ -3, i, i, i, i, i, i, i, i, i, i
(31) O=C(Cc1cccc2ccccc12)Nc1nnc(-c2cccc([N+](=O)[O-])c2)s1
→ -8, i, i, i, i, i, i, i, i, i, i
(32) CC(C)NC(=O)N(Cc1ccc(Cl)cc1)Cc1cccs1
→ -11, i, i, i, i, i, i, i, i, i, i
(33) CC(=O)N1CCC(=NNc2ncc(C(F)(F)F)cc2Cl)CC1
→ -13, i, i, i, i, i, i, i, i, i, i
(34) COc1ccc(CCNC(=O)Cn2c(=O)n(CC3CCCO3)c(=O)c3ccccc32)cc1OC (centres undefined)
→ -7, i, i, i, i, i, i, i, i, i, i
(35) COC(=O)c1cccc(C(=O)Nc2ccc(C)cc2)n1
→ -4, i, i, i, i, i, i, i, i, i, i
(36) COc1cc2c(cc1NC(=O)c1cc(-c3cccnc3)nc3ccc(C)cc13)oc1ccccc12
→ -11, i, i, i, i, i, i, i, i, i, i
(37) CC(C)(C)c1ccc(-c2nnc(N)s2)cc1
→ -3, i, i, i, i, i, i, i, i, i, i
(38) O=C(CN(CC1CCCO1)C(=O)CNS(=O)(=O)c1ccc(Cl)cc1)NCc1ccc(F)cc1 (centres undefined)
→ -4, i, i, i, i, i, i, i, i, i, i
(39) COc1ccccc1-c1cnnc(N/N=C/c2ccc(-c3cccc(Br)c3)o2)n1
→ -6, i, -6.8*, i, i, i, i, i, i, i, i
(40) CCN(CC(=O)Nc1ccccc1C(F)(F)F)C(=O)c1cc(-c2cccs2)nn1-c1ccccc1
→ -4, i, i, i, i, i, i, i, i, i, i
(41) CC1CCN(C(=O)CSc2nc(C(C)C)nc3c2c(=O)n(C)c(=O)n3C)CC1
→ -19, i, i, i, i, i, i, i, i, i, i
(42) COc1ccc(S(=O)(=O)Nc2cc3c4c(c2)CCN4C(=O)CC3)cc1
→ -8, i, i, i, i, i, i, i, i, i, i
(43) CC(=O)n1cc(/C=N/NC(=O)c2sc(C)nc2C)c2ccccc21
→ -7, i, i, i, i, i, i, i, i, i, i
(44) O=C(c1ccc(COc2ccc(Cl)cc2Cl)o1)N1CCCC1
→ -3, i, i, i, i, -7.6*, i, i, i, i, i
(45) COc1cccc(NC(=O)c2nc3ncccn3n2)c1
→ 1, i, i, i, i, i, i, i, i, -5.4*, i
(46) CC(C)C[C@H](NC(=O)OC(C)(C)C)c1nnc(SCc2ccccc2)o1
→ -12, i, i, i, i, i, i, i, i, i, i
(47) COc1cccc(NC(=S)N2CCC(NC(=O)c3ccco3)CC2)c1
→ -5, i, i, i, i, i, i, i, i, i, i
(48) CC(C)(C)NCc1cc(Cl)ccc1OCc1ccccc1F
→ -10, i, i, i, i, i, i, i, i, i, i
(49) COc1ccc(NC(=O)C(=O)Nc2cccc3cccnc23)cc1OC
→ -1, i, i, i, i, i, i, i, i, i, i
(50) O=C(CN1C(=O)C2CCCCC2C1=O)Nc1ccc(S(=O)(=O)Nc2ncccn2)cc1 (centres undefined)
→ -3, i, i, i, i, i, i, i, i, i, i

Carrying on.
Fields: hERG rescue, ANO1 block, KCNK9 block, MrgX1 ag, KCNQ1 inh, RGS4 act, KCNQ1 pot, RGS4 block, MrgX1 allo act, TMEM16A act, KCNK3 block
(51) CCOc1ccc(S(=O)(=O)N2CCC(C(=O)N3CCCCCC3)CC2)cc1C
→ -14, i, i, i, i, i, i, i, i, i, i
(52) C/C(=N\NS(=O)(=O)c1ccc(C(C)(C)C)cc1)c1ccccc1
→ -6, i, i, i, 6*, i, i, i, i, i, i
(53) CC1=C(C(=O)OCC2CCCO2)C(c2ccsc2)C2=C(CC(C)(C)CC2=O)N1 (centres undefined)
→ -6, i, i, i, i, i, i, i, i, i, i
(54) O=c1ccc2cc(S(=O)(=O)N3CCOCC3)ccc2o1
→ -4, i, i, i, i, i, i, i, i, i, i
(55) CC(C)(C)c1ccc(C(=O)NCCN2CCCC2)cc1
→ -4, i, i, i, i, i, i, i, i, i, i
(56) CC(=O)Nc1ccc(NC(=O)COc2ccc(Br)cc2C)cc1
→ -6, i, i, i, i, i, i, i, i, i, i
(57) COc1ccc(N(CC(=O)N2CCCCCC2)S(=O)(=O)c2ccccc2)cc1
→ -4, i, i, i, i, i, i, i, i, i, i
(58) COc1ccccc1NC(=O)Nc1nnc(-c2ccco2)s1
→ -3, i, i, i, i, i, i, i, i, ·, ·
(59) CSc1ccc(CN2CCN(C(=O)c3ccncc3)CC2)cc1
→ -6, i, i, i, i, i, i, i, i, i, i
(60) Cc1ccccc1NC(=O)N1CCCC(c2nc(-c3ccc(F)cc3)no2)C1 (centres undefined)
→ -11, i, i, i, i, i, i, i, i, i, i
(61) COc1ccc(NS(=O)(=O)c2csc(C(=O)Nc3ccccc3)c2)cc1
→ -8, i, i, i, i, i, i, i, i, i, i
(62) CCCc1nn(C)c2c1C(c1cccnc1)C(C#N)=C(N)O2 (centres undefined)
→ -4, i, i, i, i, i, i, i, i, i, i
(63) O=C(O)c1ccc(S(=O)(=O)N2CCC(c3nc(-c4ccccc4Cl)no3)CC2)cc1
→ -5, i, i, i, i, i, i, i, i, i, i
(64) O=C1CN(C(=O)/C=C/c2ccc(Cl)cc2Cl)CCN1
→ -2, i, i, i, i, i, i, i, i, i, i
(65) CCC(=O)Nc1cc2c(cc1C(=O)c1ccccc1)OCCO2
→ -6, i, i, i, i, i, i, i, i, i, i
(66) COc1ccc(C2CCCN2C(=S)Nc2cccc(Cl)c2C)cc1OC (centres undefined)
→ -14, i, i, i, i, i, i, i, i, i, i
(67) NC(=S)N/N=C/c1ccc(-c2ccc([N+](=O)[O-])cc2)o1
→ -4, i, i, i, i, i, i, i, i, i, i

Screening results: PubChem BioAssay, Johns Hopkins Ion Channel Center
